Screening data from PubChem.
Dengue-2 NS5 capping: flavivirus cap methylation enzyme inhibition – biochemical, confirmation dose response, primary screen (AID 588689); Dengue-2 NS5 methyltransferase capping enzyme assay, biochemical; higher % means a stronger effect; inhibition, % at 25 µM; hits with a dose series show IC50 in µM; 0.3% of 340,000 active; in the data active means a potency from the dose series; inconclusive means inhibition above about 29% without an active follow-up result
West Nile virus CPE: inhibition of WNV-induced cytopathic effect – cell-based, CPE readout (AID 1621). West Nile virus-infected cells, CPE inhibition; higher % means a stronger effect. one-dose CPE inhibition, % at 10 µM; IC50 in µM for titrated hits. 0.02% of 290,000 active; in the data active means a potency from the dose series; inconclusive means CPE inhibition mostly from about 3.7% at the one dose, without a potency; inactive means the rest, 99 in 100 with CPE inhibition below about 2.2%; further: strong numbers were not always called active
Yfh1-off respiration: mitochondrial function rescue without frataxin homolog – Friedreich's ataxia, plus single-dose screen, dose response (AID 1465) | 0.074% of 220,000 active | S. cerevisiae Yfh1-off respiration, WST-1 reduction, 72 h; higher fold induction means a stronger effect | one-dose fold induction at 50 µM; EC50 in µM for titrated hits;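 active means fold induction of absorbance versus untreated yeast above a set limit, then at least 30% activation at any dose in follow-up; inconclusive means repeats straddling the limit, or above it without dose testing; inactive means fold induction below the set limit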;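 further: activators that raise dye reduction in frataxin-depleted yeast; strong numbers were not always called active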
Dengue-2 NS5 capping pilot replicate: recorded beside Dengue-2 NS5 capping, whose call it bears; inhibition, %; measured here: pilot screen replicate inhibition
Starred values were filed as active, the others as inactive; i = inactive; ? = inconclusive; . = not tested or not shown; & = joins results of further samples.

SMILES | Dengue-2 NS5 capping | West Nile virus CPE | Yfh1-off respiration | others
CCN(Cc1nc2cc(Cl)ccc2c(=O)[nH]1)C(=O)C1CC(=O)N(c2cccc3ccccc23)C1 (stereo not given) | 0% | . | .
O=C(c1ccc(=O)[nH]c1)N1CCN(S(=O)(=O)c2ccc3ccccc3c2)CC1 | 2% | . | .
Cc1cc(SCC(=O)N2c3ccccc3NC(=O)CC2C)nc2ccccc12 (stereo not given) | 1% | . | .
CSc1ccc(Cl)c(C(=O)NNC(=O)c2csc(N3CCOCC3)n2)c1 | 1% | . | .
CC(OC(=O)Cc1n[nH]c(=O)c2ccccc12)C(=O)Nc1ccc(F)cc1 (stereo not given) | 1% | . | .
CCC(CC)NC(=O)CSc1ccc(S(=O)(=O)N2CCCCC2)cn1 | -7% | . | .
CC1CN(C(=O)COC(=O)c2cccc(NS(=O)(=O)c3ccccc3)c2)CC(C)O1 (stereo not given) | -9% | . | .
CCOC(=O)C1=C(COC(=O)c2cccnc2Cl)NC(=O)NC1C (stereo not given) | 1% | . | .
Cc1cc(C)c(NC(=O)COC(=O)Cc2cccs2)c(C)c1 | -8% | . | .
N#Cc1ccc(OCC(=O)NCCCn2ccnc2)cc1 | 10% | . | .
O=C(Nc1cccc2ccccc12)NC1CCCCC1O (stereo not given) | 7% | . | .
COc1ccc(CCN2CC(C(=O)Nc3ccc(S(C)(=O)=O)cc3)CC2=O)cc1OC (stereo not given) | -3% | . | .
O=C(CCCOc1ccc(Cl)cc1Cl)Nc1cc(S(=O)(=O)N2CCOCC2)ccc1N1CCOCC1 | 3% | . | .
Cc1ccc(NC(=O)COC(=O)c2cccc(S(=O)(=O)N3CCCCCC3)c2)cc1 | 1% | . | .
O=C(Nc1cccnc1)c1cc(Br)c(Br)s1 | -7% | . | .
Cc1ccc(CSCC(=O)N(C)CC(=O)Nc2ccc(C)cc2)cc1 | 5% | . | .
COc1cccc(CN(C)C(=O)CSCC(=O)Nc2ccc(C)cc2)c1OC | -16% | . | .
CCC(C)CNC(=O)c1cccc(OC2CCN(CC(C)(C)C)CC2)c1 (stereo not given) | -14% | -1.1% | .
N#Cc1c(C(F)(F)F)cc(-c2cccs2)nc1SC(C(=O)O)c1ccccc1 (stereo not given) | 6% | -0.6% | .
CCOC(=O)C1(Cc2ccccc2C)CCCN(C(=O)CSC)C1 (stereo not given) | -14% | -0.9% | .
O=C(O)C1C2CCC(O2)C1C(=O)Nc1ccc(Br)cc1F (stereo not given) | -6% | 0.0% | .
CS(=O)(=O)N(CC(=O)N1CCCCC1)c1sc2c(c1C#N)CCCC2 | -13% | 0.1% | .
Cc1ccc(C)c(N2CCN(C(=O)c3ccccc3Br)CC2)c1 | 5% | 0.0% | .
CCOC(=O)C1CCN(CCCSc2ccc(C)cc2)CC1 | 3% | -0.2% | .
COC(=O)C[C@H]1c2ccccc2S(=O)(=O)N1c1cccc(OC)c1 | -6% | 0.1% | i
CCOC(=O)c1c(NC(=O)CSc2nnc3c(n2)[nH]c2ccccc23)sc2c1CCN(C)C2 | -15% | -0.5% | i
O=C(Cc1cccs1)Nc1ccc(-c2nnc(-c3ccccc3)o2)cc1 | 0% | 0.2% | i
COC(=O)C1=C(C)N(CCCC(=O)O)C(=O)NC1c1ccccc1OS(=O)(=O)c1ccccc1[N+](=O)[O-] (stereo not given) | -6% | -0.4% | i
CC(=O)O[C@@H]1[C@@H](OC(C)=O)[C@H](n2ccc3cc([N+](=O)[O-])ccc32)OC[C@@H]1OC(C)=O | -3% | -0.3% | i
O=C(NC1CC1)C1=C[C@H](c2coc3ccccc3c2=O)C[C@H](OCc2ccc(CO)cc2)O1 | 2% | -0.4% | i
Nc1nc(-c2cccnc2)nn1C(=O)CCc1ccccc1 | -1% | 0.8% | i
COC(=O)N1[C@H](C)C=C[C@]1(Cc1ccccc1)C(=O)NCCCNc1ncc(C(F)(F)F)cc1Cl | -9% | -0.4% | i
COc1ccc(N(C(=O)c2cnccn2)C(C(=O)NC2CCCCC2)c2ccc(Cl)cc2)cc1 (stereo not given) | -5% | 1.1% | i
C=CCSc1nnc2c(n1)-c1cccc3cccc-2c13 | 3% | -0.6% | i
C/C=C1\COC(C(=O)NCCN2CCCC2)(C(F)(F)F)C=C1C=C1CCCCC1 (stereo not given) | -15% | -1.4% | i
COc1ccc(NC(=S)NCCSc2ccc(C)cc2)c(OC)c1 | -1% | 0.2% | i
Cc1cc2c(NCC(C)O)ncnc2s1 (stereo not given) | 2% | 0.3% | i
COC(=O)C1N[C@@H]([C@@H](NC(=O)COc2ccccc2)C(=O)NCc2ccsc2)SC1(C)C (stereo not given in full) | -10% | -0.4% | i
CC1=C(C(=O)OCc2ccccc2)C(c2ccc3c(c2)OCO3)NC(=O)N1CCCC(=O)O (stereo not given) | -4% | 0.1% | i
O=C1OC(c2ccccc2)=N/C1=C/c1cccc(OC(=O)c2cccs2)c1 | 6% | -0.3% | i

The final two compounds of the part before open the next one:
SMILES | Dengue-2 NS5 capping | West Nile virus CPE | Yfh1-off respiration | others
CC1=C(C(=O)OCc2ccccc2)C(c2ccc3c(c2)OCO3)NC(=O)N1CCCC(=O)O (stereo not given) | -4% | 0.1% | i
O=C1OC(c2ccccc2)=N/C1=C/c1cccc(OC(=O)c2cccs2)c1 | 6% | -0.3% | i
COc1ccc(OC)c2sc(NC(=O)C3COc4ccccc4O3)nc12 (stereo not given) | 3% | 0.6% | i
C=C1CCN([C@@H](CC(C)C)C(=O)NCc2cc(OC)c(OC)c(OC)c2)S(=O)(=O)c2ccccc21 | 6% | -0.6% | i
CCCC[C@@H]1CCCO[C@@](C(=O)NCc2ccccn2)(C(F)(F)F)C1 | -4% | -1.6% | i
O=S(=O)(NCC1CCCO1)c1ccc(S(=O)(=O)N(Cc2ccc(F)cc2)C2CCCCC2)cc1 (stereo not given) | -6% | 1.3% | i
O=C(Nc1ccccc1Cl)O/N=C/c1ccncc1 | -1% | -0.1% | i
COc1ccc(C2CC(=O)c3c(O)cc(O)cc3O2)c(CC=C(C)C)c1OC (stereo not given) | -9% | 0.2% | i
CCOc1ccc(N2C(=O)CC(Sc3nc4ccc(OCC)cc4s3)C2=O)cc1 (stereo not given) | -5% | 0.3% | i
CC1=C(C(=O)Nc2cccnc2)C(c2ccncc2)n2nnnc2N1 (stereo not given) | -7% | -0.2% | i | Dengue-2 NS5 capping pilot replicate=-2.9
O=C(Nc1ccccc1)C1=C[C@@H](c2ccc3c(c2)OCO3)C[C@@H](OCCCCO)O1 | -2% | -0.2% | i
O=C1Nc2ccccc2C1=O | -1% | -0.2% | i
O=C(NCc1ccc(OC(F)(F)F)cc1)c1cc(-c2ccccc2)nn1CC1CC(c2cccnc2)=NO1 (stereo not given) | -7% | -0.7% | i
CON(C)c1nc(C2CCCCC2)c2cc(C)ccc2n1 | -6% | -0.7% | i
Cc1ccc(CNC(=O)c2cc(-c3ccccc3)nn2CC2CC(c3cccnc3)=NO2)cc1 (stereo not given) | -2% | -0.5% | i
CC(=O)c1sc(NC(=O)CN2C(=O)CCC2=O)nc1C | -2% | 0.0% | i
C=COCCNC(=O)C(=O)NCC(C)C | -2% | 0.2% | i
CCOC(=O)c1ccc(NC(=S)Nc2ccc(Br)cc2N)cc1 | -7% | -0.6% | i
c1ccc2c(c1)[nH]c1c(N3CCN(C4CCCCC4)CC3)ncnc12 | -9% | -0.8% | i
CCCCN1CC[C@H]2C=CC[C@@H](C(=O)Nc3ccccc3)[C@H]2C1=O | -6% | 0.1% | i
COc1ccccc1C1=NOC(C)(c2nnc(-c3cccc(Cl)c3)o2)C1 (stereo not given) | -1% | -0.2% | i
CCOc1cc(NC(=O)c2ccco2)c(OCC)cc1NC(=O)COc1ccccc1C | 0% | ? | i
COC/C=C/C1=CC2=CC(=O)C(C)(OC(=O)c3cnc4ccccc4n3)C(=O)C2=CN1CC(C)C (stereo not given) | ? | -0.1% | i
CCO[C@H]1OC(C(=O)NCc2ccccc2)=C[C@@H](C(C)(C)C)[C@@H]1CCCO | -4% | -0.4% | i
COC(C[C@H]1O[C@H]1C(=O)[C@H](C)OCc1ccccc1)OC | -5% | 0.4% | i
CCOC(=O)c1ccc(NC(=O)C2CCN(S(=O)(=O)c3ccccc3)CC2)cc1 | -3% | 0.0% | i
C#CCNC(=O)C1=C[C@H](C)C[C@H](OCc2ccc(CO)cc2)O1 | -2% | -0.4% | i
C[C@@H]1CCC[C@@]2(O[C@@H](CCO)C[C@H](O)[C@H]2O)O1 | 2% | -0.4% | i
CCC[C@@H]1CCCO[C@@](C(=O)NCc2ccc(S(C)(=O)=O)cc2)(C(F)(F)F)C1 | -2% | -0.8% | i
Cc1ccc(C(C)C)c(OCC(=O)c2c(O)c3ccccc3oc2=O)c1 | 16% | 0.2% | i
CCCC(CCC)C(=O)O | -4%&3% | 0.3% | i
OCCCn1c(C(CO)Nc2nc(-c3ccc(Cl)cc3)cs2)nc2ccccc21 (stereo not given) | -4% | -0.6% | i
CCOC(=O)CN1C(=O)N[C@@H](c2cccc(C(F)(F)F)c2)C(C(C)=O)=C1C | -1% | -0.5% | i
Cc1cc2cc(CCNC(=O)C(C)C)c(=O)[nH]c2cc1C | -1% | -0.1% | i
CC1(c2nnc(-c3cccc(Cl)c3)o2)CC(c2cccnc2)=NO1 (stereo not given) | -9% | -0.7% | i
C=CCOC(=O)C1=C[C@@H](c2ccc(C(F)(F)F)cc2)C[C@@H](OCCCCO)O1 | -6% | -0.6% | i
COc1ccc(-c2c(-c3ccsc3)oc3ccc(N4CCOCC4)cc23)cn1 | -2% | 0.3% | i
Cc1ccc(C(CC(=O)NCc2ccco2)c2ccc(OC(C)C)cc2)cc1 (stereo not given) | -2% | 1.0% | i
COC(=O)CCCC1=CC2=CC(=O)C(C)(OC(=O)c3cccs3)C(=O)C2=CN1c1ccccc1 (stereo not given) | 19% | 0.0% | i
C=C1CC2C(=O)N(Cc3cc(OC)ccc3OC)C(C(=O)OCC)(C(=O)OCC)C1N2C(=O)OC(C)(C)C (stereo not given) | 4% | -0.3% | i
Cc1ccc(Cn2c(C(C)Nc3nc(-c4ccc(F)cc4)cs3)nc3cc(Cl)c(Cl)cc32)cc1 (stereo not given) | -11% | 0.0% | i
CN1CCc2c(sc3c2c(=O)n(-c2cccc(Cl)c2)c2nncn32)C1 | -6% | 0.3% | i

12 entries out of the list, sorted by heavy-atom count, ascending:
SMILES | Dengue-2 NS5 capping | West Nile virus CPE | Yfh1-off respiration | others
CCCC(CCC)C(=O)O | -4%&3% | 0.3% | i
Cc1cc2c(NCC(C)O)ncnc2s1 (stereo not given) | 2% | 0.3% | i
Cc1cc2cc(CCNC(=O)C(C)C)c(=O)[nH]c2cc1C | -1% | -0.1% | i
Nc1nc(-c2cccnc2)nn1C(=O)CCc1ccccc1 | -1% | 0.8% | i
CCOC(=O)c1ccc(NC(=S)Nc2ccc(Br)cc2N)cc1 | -7% | -0.6% | i
CCOC(=O)C1=C(COC(=O)c2cccnc2Cl)NC(=O)NC1C (stereo not given) | 1% | . | .
O=C(Cc1cccs1)Nc1ccc(-c2nnc(-c3ccccc3)o2)cc1 | 0% | 0.2% | i
O=C1OC(c2ccccc2)=N/C1=C/c1cccc(OC(=O)c2cccs2)c1 | 6% | -0.3% | i
Cc1ccc(C(CC(=O)NCc2ccco2)c2ccc(OC(C)C)cc2)cc1 (stereo not given) | -2% | 1.0% | i
OCCCn1c(C(CO)Nc2nc(-c3ccc(Cl)cc3)cs2)nc2ccccc21 (stereo not given) | -4% | -0.6% | i
CC1CN(C(=O)COC(=O)c2cccc(NS(=O)(=O)c3ccccc3)c2)CC(C)O1 (stereo not given) | -9% | . | .
O=S(=O)(NCC1CCCO1)c1ccc(S(=O)(=O)N(Cc2ccc(F)cc2)C2CCCCC2)cc1 (stereo not given) | -6% | 1.3% | i

Following part.
SMILES | Dengue-2 NS5 capping | West Nile virus CPE | Yfh1-off respiration | others
C1=C(c2ccccc2)Nc2ncnn2C1c1ccccc1 (stereo not given) | 8% | -1.0% | i
c1ccc(OCCSc2ncnc3nc[nH]c23)cc1 | -4% | 0.3% | i
COc1ccc(CNC(=O)C2(CC3CC(c4ccccc4)=NO3)CCN(C(=O)Cc3ccc(F)cc3)CC2)cc1 (stereo not given) | -10% | 0.8% | i
C#Cc1ccc([C@H]2C=C(C(=O)O)O[C@@H](OCCCCO)C2)cc1 | -4% | -0.8% | i
O=C(NCc1ccc(F)cc1)c1ccc2c(c1)S(=O)(=O)c1ccccc1C2=O | -3% | -0.8% | i
O=C1CC2(CCCCCC2)Oc2ccccc21 | 0% | 0.5% | i
O=C(CSc1ncnc2c1oc1ccccc12)Nc1ccc2c(c1)OCCO2 | -3% | -0.5% | i | Dengue-2 NS5 capping pilot replicate=-0.8
COC(=O)c1c(NC(=O)Cc2cccs2)sc(C(=O)NC2CCCCC2)c1C | -8% | 0.3% | i
Cc1ccc(Nc2nc(-c3ccc(S(=O)(=O)N4CCOCC4)cc3)cs2)cc1 | -10% | -0.5% | i
O=C(Nc1ccc(Oc2ncccn2)cc1)c1ccco1 | -8% | 0.4% | i
C=CCNC(=O)c1ccc2c3n(nc2c1)-c1ccc(Cl)cc1CO3 | -1% | -0.6% | i
C=C(C)CSc1nnc2[nH]c(=O)cc(N)n12 | -3% | -0.1% | i
COc1c(O)cccc1[C@H](O)C1CCN(CCc2ccc(F)cc2)CC1 | 17% | -0.3% | i

Not all compounds are listed; count on the stated rates, not on these rows.
